FEN1 inhibitor: qHTS Assay for the Inhibitors of Human Flap endonuclease 1 (FEN1). P39748. Recombinant FEN1 flap cleavage, fluorescence, 15 min. Potency, µM (doses to about 114 µM), for the others: at the highest dose activity change, negative = inhibition, actives largely listed as inhibitors. hit rate 0.35% among 390,000. AID 588795, 2011; also: nearly all actives have a fitted effect of over 65% in size
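Reaction started by adding substrate (50 nM final) to 10 nM enzyme after 15 min room-temperature compound preincubation. Reads at 0 and 15 min, with data normalized and fitted to a four-parameter Hill equation.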
N370S GC mod: qHTS Assay for Inhibitors and Activators of N370S glucocerebrosidase as a Potential Chaperone Treatment of Gaucher Disease; Lysosomal acid glucosylceramidase (Homo sapiens), P04062; N370S GC spleen homogenate, 4MU-glucoside fluorescence; Potency, µM (series often up to 59.4 µM), for the others: at the highest dose activity change, negative = inhibition, actives largely listed as inhibitors; hit rate 0.092% among 330,000;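 also: 0% = full enzyme activity and -100% = no enzyme basal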
KAT2A inh: qHTS Assay for Inhibitors of GCN5L2 | GCN5L2 HAT assay, ThioGlo1 CoA-SH fluorescence | Potency, µM (highest dose often 58.9 µM), without a hit: at the top dose activity change, negative = inhibition, most hits filed as inhibitors | hit rate 0.21% among 390,000
Target sequence (Q92830 whole entry, looked up): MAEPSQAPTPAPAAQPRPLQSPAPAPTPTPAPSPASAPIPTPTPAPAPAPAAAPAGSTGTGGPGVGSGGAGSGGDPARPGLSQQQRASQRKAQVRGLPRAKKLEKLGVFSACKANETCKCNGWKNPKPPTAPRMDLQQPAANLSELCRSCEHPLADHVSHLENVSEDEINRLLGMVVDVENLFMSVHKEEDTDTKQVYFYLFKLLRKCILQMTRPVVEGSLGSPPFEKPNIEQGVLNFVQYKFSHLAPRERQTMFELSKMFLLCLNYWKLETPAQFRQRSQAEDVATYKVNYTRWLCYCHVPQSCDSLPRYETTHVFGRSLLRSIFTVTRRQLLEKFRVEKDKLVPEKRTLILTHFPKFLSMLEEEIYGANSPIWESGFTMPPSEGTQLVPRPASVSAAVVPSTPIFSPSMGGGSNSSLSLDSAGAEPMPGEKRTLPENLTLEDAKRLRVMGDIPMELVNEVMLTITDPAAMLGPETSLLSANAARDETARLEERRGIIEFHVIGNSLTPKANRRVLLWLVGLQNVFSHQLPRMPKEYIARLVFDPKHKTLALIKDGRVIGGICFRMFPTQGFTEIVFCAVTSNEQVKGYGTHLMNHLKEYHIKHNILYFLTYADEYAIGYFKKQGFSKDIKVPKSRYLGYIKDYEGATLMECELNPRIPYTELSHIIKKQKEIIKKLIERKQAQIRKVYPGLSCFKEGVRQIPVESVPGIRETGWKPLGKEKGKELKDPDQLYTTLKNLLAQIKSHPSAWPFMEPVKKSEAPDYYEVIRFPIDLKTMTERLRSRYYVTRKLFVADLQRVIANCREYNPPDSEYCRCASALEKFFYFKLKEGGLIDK
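ThioGlo1-coupled HAT assay: 20nM GCN5L2, 70uM acetyl-CoA, 75uM H3(1-25) peptide, pH 7.5. Fluorescence read at 340/540nm at start and after 20 min at room temperature.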
* = called active by the depositor; ? = inconclusive; . = not tested or not shown; & = joins results of further samples; [ ] = dose if it differs, or a comment. Calls follow the shape of the dose curve; as a rule, active = well fitted curve in the direction sought with a large enough effect; inconclusive = small, poorly fitted or top-dose-only effect, or another doubt; inactive = no such curve, though single readings can be large; an effect the other way counts as inactive or inconclusive. Unless noted, % is scaled to controls: 0 for no effect and ±100 for the full control effect; potency is read from the fitted curve at half-maximal effect. No enrichment for hits; overall some 0.54% were active at least once.

SMILES	FEN1 inhibitor	N370S GC mod	KAT2A inh
COc1ccc(CNCC(O)(c2ccc(F)cc2)c2ccc(F)cc2)cc1OC	2%	-13%	14%
C1CN(CCN2CCOCC2)CCN1	0%	-7%	-6%
Oc1ccc(-c2csc(-c3cccnc3)n2)cc1O	-18%	-20%	-15%
COc1ccc(-c2nc(NC(=O)Cn3ccc(C(F)(F)F)n3)sc2C)cc1	-10%	0%	-5%[0.501 µM]
COc1ccc(C(=O)Nc2cc(C)c3c(=O)oc4ccccc4c3n2)cc1	1%	4%	0%
Cc1cccc(C)c1-n1nnnc1-c1cnccc1C(F)(F)F	9%	4%	1%
Cc1cccc(OCCC(=O)NNC(=O)Cn2nc(C)cc2C)c1	-1%	.	-6%
O=[N+]([O-])c1ccccc1S(=O)(=O)Nc1cccnc1	13%	-21%	0%
O=C(Cn1cc(C(=O)C(F)(F)F)c2cc(Br)ccc21)N1CCOCC1	17%	?	-7%
COc1ccc(NS(=O)(=O)c2ccc3c(c2)C(C(C)C)C(=O)N3)cc1 (stereo not drawn)	-14%	.	-20%
COc1ccc(NC(=O)CCS(=O)(=O)c2nc(-c3ccc4c(c3)OCO4)cc(C(F)(F)F)n2)cc1	5%	.	-3%
COc1ccccc1OCC(=O)Nc1nnc(-c2ccco2)s1	-14%	9%	1%
CC(C)CC(c1nnnn1C1CCCCC1)N1CCN(c2ncccn2)CC1 (stereo not drawn)	-13%	?	-2%
C#CC[N+](C)(C)CC#Cc1ccc(Cl)cc1	-4%	2%	1%
O=C(Cn1c(=O)n(CC2CCC(C(=O)NCCc3ccccc3)CC2)c(=O)c2ccccc21)Nc1ccccc1 (stereo not drawn)	10%	.	-17%
CCOCc1nnc(NC(=O)c2cc(C(=O)OC)cc([N+](=O)[O-])c2)s1	-2%	19%	-2%
Cc1cccc(N2CCN(C(=O)c3ccc4c(c3)CCN4S(=O)(=O)c3ccccc3)CC2)c1C	0%	.	?
Cc1cccc(-c2nc(CSCC(=O)N3CCN(c4cccc(C)c4C)CC3)c(C)o2)c1	-3%	.	-5%
C=CCC[C@H](Cc1ccc(F)cc1)C(=O)OC[C@@H](C)NC(=O)[C@H](CC=C)CC(=O)N(CCO)Cc1ccccc1	5%	.	-7%
CC(=O)Nc1ccc(NC(=O)CCN2C(=O)C3CC=CCC3C2=O)cc1 (stereo not drawn)	1%	.	0%
c1ccc(-c2nc3c([nH]2)CCc2nonc2-3)cc1	-1%	-1%	-1%
CC(OC(=O)c1ccc(F)c(S(=O)(=O)N2CCOCC2)c1)C(=O)NCC1CCCCC1 (stereo not drawn)	16%	.	-9%
C#CC1CN(Cc2ccccc2)CC(C#C)N1C (stereo not drawn)	-3%	4%	?
COCCOC(=O)/C(=C/c1ccc(OC(=O)c2ccccc2)cc1)C(C)=O	31%	1%	-1%
O=C(O)c1cc(-n2nnnc2SCc2ccccc2F)ccc1Cl	19%	10%	-3%
Cc1ccc2nc(C)cc(Nc3ccc([N+](=O)[O-])cc3)c2c1	4%	-19%	-8%
Cc1ccc(N(CC(O)CN2CCCCC2)S(=O)(=O)c2ccc(C)cc2)cc1 (stereo not drawn)	-5%	-28%	-7%
CCOc1ccc(S(=O)(=O)N(C)c2ccc(OCC(=O)OCc3c(C)noc3C)cc2)cc1	1%	19%[2.35 µM]	-6%
COc1ccc(Cl)cc1/C=C1/C(=O)ON=C1C	0%	-19%	28%
Cc1ccnc(NCc2c(O)ccc3ccccc23)c1	-3%	-7%	-9%
Cc1ccc(Cl)cc1NC(=O)COC(=O)C1CCCC1	-4%	2%	-1%
COc1ccc(Br)cc1/C=N/NC(=O)CN1CCN(Cc2ccccc2)CC1	-15%	2%	2%
C/C(=N\NC(=O)C(=O)Nc1cc(C)ccc1C)c1ccncc1	-6%	-2%	0%
COc1oc(-c2ccccc2C)nc1C(F)(F)F	-11%	4%	-4%
CC(=O)N1CCN(S(=O)(=O)c2ccc(S(=O)(=O)NC3CC3)cc2)CC1	-5%	5%	-3%
CSc1cccc(Nc2cc(C(=O)NCCc3ccc(Cl)cc3)c3ccccc3n2)c1	-22%	.	-8%
O=C(Nc1ccc(Br)cc1)C1CCCN1S(=O)(=O)c1ccc(F)cc1 (stereo not drawn)	6%	.	-2%
O=c1oc2cc([N+](=O)[O-])ccc2nc1/C=C(O)/C=C/c1ccccc1	.	8%	-18%
O=C1CCCN1C(=O)CSc1nnnn1-c1cccc(F)c1	5%	.	0%
Cc1cccc2cc(CN(C(=O)c3cccc([N+](=O)[O-])c3)C(C)C)c(=O)[nH]c12	-5%	1%	-4%

Random excerpt: two entries already listed, in no set order.
SMILES	FEN1 inhibitor	N370S GC mod	KAT2A inh
C/C(=N\NC(=O)C(=O)Nc1cc(C)ccc1C)c1ccncc1	-6%	-2%	0%
COc1oc(-c2ccccc2C)nc1C(F)(F)F	-11%	4%	-4%

Following part.
SMILES	FEN1 inhibitor	N370S GC mod	KAT2A inh
Cc1ccccc1OCCC(=O)N(CC(C)C)c1c(N)n(Cc2ccccc2)c(=O)[nH]c1=O	-12%	.	2%
CN(C)C(CNS(=O)(=O)c1cc([N+](=O)[O-])ccc1Cl)c1ccco1 (stereo not drawn)	-15%	.	-2%
Fc1ccc(C2=NNC(=NCc3ccccc3)SC2)cc1F	4%	-9%	-6%
c1ccc(-c2cn3cccnc3n2)cc1	-12%	?	?
COc1ccc(/C=N\NC(=O)c2ccc([N+](=O)[O-])c(C)c2)cc1COc1ccccc1C(N)=O	79µM*	-2%	-20%
CC(C)C(=O)Nc1c(C(=O)N2CCN(c3ncccn3)CC2)oc2ccccc12	-5%	-3%	-7%
Brc1ccc(N=Nc2ccc3ccccc3n2)cc1	-4%	2%	1%
Cc1cccc(C(=O)Nc2cccc(C(=O)N/N=C/c3cccc(C)n3)c2)c1	1%	-7%	9%
COc1ccc(NC(=O)CCC(=O)Nc2cc(OC)c(NC(=O)c3cccs3)cc2OC)cc1	6%	-4%	-2%
O=C(NCc1cccc(Cl)c1)c1ccc2nc[nH]c2c1	31%	-3%	17%
CC(=O)c1cccc(S(=O)(=O)NC2CC2)c1	8%	4%	0%
COc1ccc(Br)cc1CNC(=O)CN1C(=O)CSc2ccc(S(=O)(=O)N3CCOCC3)cc21	3%	.	5%
CCOC(=O)CC(=O)CSc1ccc2nnc(-c3ccc(F)cc3)n2n1	0%	-4%	-10%
COc1ccccc1NS(=O)(=O)c1ccc2[nH]c(=O)[nH]c2c1	0%	-7%	-5%
CC(=O)N1c2ccc(S(=O)(=O)N3CCC(C(=O)NC4CCC(C)CC4)CC3)cc2CC1C (stereo not drawn)	18%	-1%	1%
COc1ccccc1-c1sc2ccccc2c1-c1ccc2c(c1)OCO2	-5%	8%	-23%
COc1cc(NC(=O)COc2cc(O)c3c(c2)OC(C)(C)CC3=O)cc(OC)c1	-21%	-12%	?
O=Cc1c(NCc2ccccc2F)c2ccccc2[nH]c1=O	4%	0%	10%
O=C(N/N=C/C(Cl)=C/c1ccc([N+](=O)[O-])cc1)C(=O)Nc1cccc(C(=O)O)c1	-17%	-13%	-6%
COc1cc(C2NC(=O)NC(C)=C2C(=O)OCC2CCCO2)ccc1O (stereo not drawn)	5%	-2%	-22%
CN(C)S(=O)(=O)n1cc(/C=C(\NC(=O)c2ccccc2F)C(=O)NCCCN2CCOCC2)c2ccccc21	-9%	-5%	-3%
CN1CCN(C2=Cc3ccccc3Oc3ccc(Cl)cc32)CC1	.	-4%&-21%	-8%&-16%
COc1ccc(C2C=C(c3ccc(Cl)cc3)Nc3nc(-c4ccc(Cl)cc4)nn32)cc1 (stereo not drawn)	6%	.	-12%
CCc1ccc2oc(-c3cccc(N)c3)nc2c1	-13%	6%	-17%
S=C(Cc1ccccc1)NCCc1ccccc1	-16%	-8%	-6%
CC(=O)c1cc2c(cc1NC(=O)c1cc3nc(C(C)C)cc(C(F)(F)F)n3n1)OCO2	2%	3%	-1%
CCOC(=O)c1cc(S(=O)(=O)Nc2ccccc2OCC)[nH]n1	-8%	.	-3%
O=C(c1nc2ncccn2n1)N1CCN(c2ccc(F)cc2)CC1	-3%	2%	-3%
CCc1ccc(CNC(=O)CCc2nc(-c3cccs3)no2)cc1	6%	6%	-12%
CS(=O)(=O)c1ccccc1C(=O)Nc1ccc(-c2nc3ccccc3[nH]2)cc1	-8%	-7%	-3%
CC(C)n1cnc2cc(NCc3ccco3)ccc21	0%	1%	-14%
CCCn1c(=O)c(C(=O)NC(C)c2ccccc2)c(O)c2ccccc21 (stereo not drawn)	4%	2%	-3%
Cc1cc(Nc2ncc(Cl)cc2Cl)n(-c2ccccc2)n1	1%	4%	-8%
CCc1cc(C(=O)N2CCOCC2)c(NC2=NS(=O)(=O)c3ccccc32)s1	7%	-10%	-7%
CCC(=O)Nc1ccc(C(=O)N/N=C/c2c(C)[nH]c3ccccc23)cc1	-27%	-9%	-18%
CC(NC(=O)CN(C1CCCCC1)S(C)(=O)=O)c1ccccc1 (stereo not drawn)	?	12%	4%
CC(=O)NCCOC(=O)Nc1ccncc1	12%	-6%	0%
Nc1ncnc2c1ncn2[C@@H]1O[C@H](COS(=O)(=O)O)[C@@H](O)[C@H]1O	-5%	.	0%
CCCC(=O)Nc1ccc(C(=O)COC(=O)c2cc(C)oc2C)cc1	-3%	.	-3%
CSc1ccc(NC(=O)CC(C)=O)cc1	-3%	5%	-8%

Rewritten with values under each structure: 4 of the compounds above
Fields – FEN1 inhibitor, N370S GC mod, KAT2A inh
> CC(=O)c1cc2c(cc1NC(=O)c1cc3nc(C(C)C)cc(C(F)(F)F)n3n1)OCO2
  2%, 3%, -1%
> CCCC(=O)Nc1ccc(C(=O)COC(=O)c2cc(C)oc2C)cc1
  -3%, ., -3%
> CSc1ccc(NC(=O)CC(C)=O)cc1
  -3%, 5%, -8%
> CCc1cc(C(=O)N2CCOCC2)c(NC2=NS(=O)(=O)c3ccccc32)s1
  7%, -10%, -7%

The main list resumes, starting two compounds before the break.
SMILES	FEN1 inhibitor	N370S GC mod	KAT2A inh
CCCC(=O)Nc1ccc(C(=O)COC(=O)c2cc(C)oc2C)cc1	-3%	.	-3%
CSc1ccc(NC(=O)CC(C)=O)cc1	-3%	5%	-8%
Cc1cc(NC(=O)CSc2c3c(nc4ccccc24)CCC3)no1	15%	19%	-7%
CC1(C)OC(=O)C(=NNc2ccccc2C(=O)O)C(=O)O1	17%	-9%	-9%
O=C(Cn1nc(-c2cccc(Cl)c2)ccc1=O)Nc1cccnc1	-10%	-5%	-4%
COC(=O)CNC(=O)C1CCN(S(=O)(=O)c2cnc[nH]2)CC1	-3%	-7%	-9%
Cc1cc(C)n2c(SCC(=O)N(CC(C)C)c3c(N)n(CC(C)C)c(=O)[nH]c3=O)nnc2n1	6%	-2%	-16%
COc1ccc(N=C2SC(C(N)=O)CC(=O)N2Cc2ccc3c(c2)OCO3)cc1 (stereo not drawn)	2%	-13%	2%
CN(C)C(=O)c1cc([N+](=O)[O-])ccc1O	3%	-10%	-23%
Cc1nn(-c2ccccc2)c(C)c1NC(=O)COc1ccc2ccccc2c1	-6%	-8%	-5%
Cc1ccc(C)c(NC(=O)CN2C(=O)NC(C)(c3ccc4c(c3)OCCO4)C2=O)c1 (stereo not drawn)	20%	.	0%
Cc1nn(-c2ccccc2)c2sc(-c3n[nH]c(=S)o3)cc12	-34%	10%	?
CCc1nn2c(=O)cc(COC(=O)c3ccccc3NC(=O)COc3ccccc3C)nc2s1	19%	.	-3%
O=C(NNc1nc2cc3c(cc2s1)OCO3)c1ccccc1	11%	?	-4%
Cc1ccc(-c2cc3c(N=O)c4ccccc4c-3n[nH]2)cc1	-8%	2%	-5%
Cc1[nH]n(C(N)=S)c(=O)c1N=Nc1cccc([N+](=O)[O-])c1C	4%	-3%	-13%
Cc1c(Cl)cccc1N/C(=N/S(=O)(=O)c1cccs1)c1ccccc1	11%	2%	2%
COc1ccc(/C(N)=N/OC(=O)c2ccco2)cc1OC	-1%	-14%	-4%
CCn1cnc2c1c(=O)n(Cc1cccc([N+](=O)[O-])c1)c(=O)n2Cc1ccccc1	-1%	27%	-5%
CCOC(=O)C1=C(COC(=O)Cc2ccc(OC)c(OC)c2)NC(=O)NC1C (stereo not drawn)	-5%	.	-5%
CCC(CC)C(=O)NCc1nc2cccnc2n1Cc1ccc(F)cc1	0%	.	-5%
Cc1cc(/C=N/NC(=O)C(O)(c2ccccc2)c2ccccc2)c(C)n1-c1ccccc1	-5%	11%	15%
Cc1cc(C)n(-c2nc3ccccc3nc2Nc2ccc(Cl)c(C(=O)OC(C)C)c2)n1	-2%	.	-3%

Ordered by the number under KAT2A inh (high to low): some entries from above
SMILES,N370S GC mod,KAT2A inh
COc1ccc(N=C2SC(C(N)=O)CC(=O)N2Cc2ccc3c(c2)OCO3)cc1 (stereo not drawn),-13%,2%
Cc1ccc(C)c(NC(=O)CN2C(=O)NC(C)(c3ccc4c(c3)OCCO4)C2=O)c1 (stereo not drawn),.,0%
Cc1cc(C)n(-c2nc3ccccc3nc2Nc2ccc(Cl)c(C(=O)OC(C)C)c2)n1,.,-3%
CCn1cnc2c1c(=O)n(Cc1cccc([N+](=O)[O-])c1)c(=O)n2Cc1ccccc1,27%,-5%
CC1(C)OC(=O)C(=NNc2ccccc2C(=O)O)C(=O)O1,-9%,-9%
